# Source: PubChem BioAssay
# Pf growth 48h – Primary qHTS for delayed death inhibitors of the malarial parasite plastid, 48 hour incubation. AID 504832, 2011. Potency, µM (titrated, usually from 28.7 µM), without a hit: at the top dose activity change, negative = inhibition, usual class: inhibitors. P. falciparum luciferase growth in erythrocytes, 48 h. actives 5.9% (n = 310,000); note: potency is the fitted concentration of half-maximal effect; % is set by controls: 0 for no effect and ±100 for the full control effect
#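 Luminescence readout; reporter = integrated firefly luciferase in P. falciparum. RBC culture at 2% hematocrit, 0.1% parasitemia final, 37 C/5% CO2; decreased signal taken as growth inhibition.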
# FBPA Giardia inh – qHTS Assay for Inhibitors of Fructose-1,6-bisphosphate Aldolase from Giardia Lamblia; actives 0.71% (n = 290,000); A8B2U2; Potency, µM (highest dose often 59.6 µM), for inactives: at the highest dose activity, negative = inhibition, most hits filed as inhibitors; purified Giardia FBPA; note: potency is the fitted concentration of half-maximal effect; % is set by controls: 0 for no effect and ±100 for the full control effect; nearly all actives have a fitted effect of over 55% in size
# Target sequence (A8B2U2 whole entry, looked up): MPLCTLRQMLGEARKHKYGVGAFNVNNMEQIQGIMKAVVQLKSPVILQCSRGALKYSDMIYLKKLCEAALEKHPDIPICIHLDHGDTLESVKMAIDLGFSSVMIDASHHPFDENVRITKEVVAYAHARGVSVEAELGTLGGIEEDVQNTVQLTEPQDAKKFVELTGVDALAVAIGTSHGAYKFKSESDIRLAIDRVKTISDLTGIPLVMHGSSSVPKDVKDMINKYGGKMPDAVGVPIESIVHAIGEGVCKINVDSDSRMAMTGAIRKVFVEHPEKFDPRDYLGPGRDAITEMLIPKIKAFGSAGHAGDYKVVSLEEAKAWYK
#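 Giardia FBPA (40 nM reagent) was preincubated 10 min at RT with compound (up to 57.5 uM final), then substrate plus GAPDH/TPI/NAD/arsenate coupling system with diaphorase/resazurin was added; resorufin fluorescence (525/598 nm) was read after 20 min.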
# Pf growth 96h – Primary qHTS for delayed death inhibitors of the malarial parasite plastid, 96 hour incubation; P. falciparum luciferase reporter growth, 96 h; Potency, µM (top dose mostly 28.7 µM), inactives show at the highest dose activity change, negative = inhibition, most hits filed as inhibitors; actives 6.9% (n = 320,000); note: potency is the fitted concentration of half-maximal effect; % is set by controls: 0 for no effect and ±100 for the full control effect
#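 Two-generation exposure (96 h) targets delayed-death phenotype. Reporter parasites carrying integrated firefly luciferase, in red cells at 2% hematocrit and 0.05% parasitemia final, kept at 37 C, 5% CO2; luminescence loss indicates inhibition.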
# Shiga inhibitor – A qHTS for Small Molecule Inhibitors of Shiga Toxin; Vero cells, Shiga toxin protein synthesis inhibition reporter; inhibition, % at 38.7 µM; actives 9.2% (n = 290,000); in the data active = inhibition mostly above about 28%, no sharp cut-off; inactive = mostly below about 43%; note: 0% is about no effect
# Cycloheximide cs – Cycloheximide Counterscreen for Small Molecule Inhibitors of Shiga Toxin; max response, %; actives 12% (n = 300,000); cell reporter, cycloheximide protein synthesis inhibition counterscreen; AID 2314, 2010; in the data active = max response mostly above about 13%, no sharp cut-off; inactive = mostly below about 14%; note: read at 38.3 µM for the half of the compounds with a filed dose; 0% is about no effect
# HCV inhibitor – qHTS Assay for Inhibitors of Hepatitis C Virus (HCV). Huh7.5.1 HCVcc-Cre infection, luciferase reporter, 44 h. Potency, µM (top dose mostly 41.8 µM), for the others: top-dose activity change, negative = inhibition, actives largely listed as inhibitors. actives 3.4% (n = 340,000); note: potency is the fitted concentration of half-maximal effect; % is set by controls: 0 for no effect and ±100 for the full control effect
#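 A cell-based infection assay in which seeded cells (1,000 per well) receive test compound after 4 h, are inoculated with HCVcc-Cre at approximately 0.5 moi, and are incubated 44 h before luminescence detection.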
# Starred values were filed as active, the others as inactive; ? = inconclusive; · = not tested or not shown; & = joins results of further samples; [ ] = another dose, or the depositor's remark. Unless noted, calls come from the whole dose curve; as a rule, active = well fitted curve in the direction sought with a large enough effect; inconclusive = small, poorly fitted or top-dose-only effect, or another doubt; inactive = no such curve, though single readings can be large; an effect the other way counts as inactive or inconclusive.
SMILES,Pf growth 48h,FBPA Giardia inh,Pf growth 96h,Shiga inhibitor,Cycloheximide cs,HCV inhibitor
CCOc1ccc(S(=O)(=O)Nc2ccc3c(c2)n(C)c(=O)n3C)cc1,-18%,-14%,23%,92*,-3,?
Cc1ccccc1-n1c(SCC(=O)NCc2cccs2)nnc1-c1ccncc1,?,1%,9%,-15,-1,-6%
CCOC(=O)c1ccc(NC(=O)c2nc[nH]c2C(=O)NCc2ccccc2)cc1,-4%,0%,-4%,2,-1,15%
COC(=O)N[C@H](CC(C)=O)c1cccc(C(F)(F)F)c1,-3%,0%,-27%,-16,-1,7%
CCOC(=O)c1[nH]c(C)c(C(=O)OCc2c(C)noc2C)c1C,-7%,13%,?,-16,-1,?
C#CCOc1ccccc1/C=C1/C(=O)ON=C1C,-14%[0.00184 µM],-8%,?,3,8,15%
NN1C(=O)NC(c2ccccc2)(c2ccccc2)C1=O,-14%,4%,-9%,-2,-3,3%
Cc1sc(NC(=S)NC(=O)CCc2ccccc2)c(C(N)=O)c1C,24%,?,48%[activator],11,-1,?
CCOc1ccc(CCNC(=O)C2CC(C)=CCC2C(=O)O)cc1OCC (stereo not drawn),2%,-2%,?,-5,-2,-2%
CCn1ccnc1CN1CCCC(C(=O)c2ccc3c4c(cccc24)CC3)C1 (stereo not drawn),?,3%,?,63,-1,?
CC1CC(C)CN(C(=O)C(C)N(C)CC(=O)Nc2ccc(F)cc2)C1 (stereo not drawn),-23%,·,?,·,·,-12%
COc1ccc(S(=O)(=O)N(CC(=O)NCc2ccncc2)c2ccc(C)cc2)cc1Br,1%,-9%,-22%,-6,-6,-1%
CCOc1ccccc1C(=O)OCC(=O)NCCNC(=O)COC(=O)c1ccccc1OCC,-14%,·,?,-12,-3,-13%
COc1ccc(-c2cc(=O)[nH][nH]2)cc1OC,12µM*,-28%,·,2,1,?
c1nc(N2CCCCCC2)c2[nH]cnc2n1,-10%,-9%,?,-2,-5,-18%
O=C(Nc1ccc2nc(-c3ccco3)c(-c3ccco3)nc2c1)N1CCCCCC1,?,?,10%,8,5,2.8µM*
CCCOc1ccc(N2C(=O)CC(N(CCc3ccccc3)C(=O)c3ccccc3)C2=O)cc1 (stereo not drawn),1%,-4%,25%,14,21*,-4%
CN(C)CCOc1ccc2ccccc2c1,8%,?,108%[activator],2,1,0%
CN1CCN(c2cc(N3CCCCCC3)c(F)cc2[N+](=O)[O-])CC1,?,0%,23%,-11,-6,?
O=Cc1ccc(OC(=O)Cc2ccc(F)cc2)cc1,?,6%,3%,·,1,·
CCc1nnc2n1N=C(c1ccc(Br)cc1)CS2,5%[0.00184 µM],15%,5%,-11,-2,4%
CCOC1=NN(c2ccc(Cl)cc2)C(=O)/C1=C\N(C)C,-4%,3%,-5%,24,12,-12%
C[C@H](NC(=O)CCC(=O)N1C[C@H]2C[C@H](C1)c1cccc(=O)n1C2)c1ccccc1,-1%,-2%,?,10,-1,12%
CCOC(=O)c1ccc(NC(=O)CSc2nnc(-c3cccs3)n2CC)cc1,?,-4%,·,2,3,?
O=C(O)c1ccc2c(c1)C(=O)N(Cc1ccco1)C2=O,10%,11%,36%[activator],·,-2,15%
COc1ccccc1C1(CC(=O)O)CCOC(C)(C)C1 (stereo not drawn),6%,4%,113%[activator],13,-1,-3%
CC1C(C)C(O)(c2ccccc2)CCN1C (stereo not drawn),-19%,4%,-28%,13,-4,8%
CC(C)(C)c1ccc(COc2ccsc2C(=O)O)cc1,?,26%,7%,35*,21*,18%
C=CCNC(=O)CN(c1cccc(Br)c1)S(C)(=O)=O,12%,0%,?,-6,0,-1%
NC(=S)COc1ccccc1,?,2%,-14%,3,-2,1%
COC(=O)C1CCN(C(=O)c2cc3c(=O)n4cccc(C)c4nc3n2Cc2ccccc2)CC1,5.9µM*,1%,4.1µM*,-1,8,-4%
CCN(c1ccccc1)S(=O)(=O)c1cccc(C(=O)NCc2cccnc2)c1,2%,·,-2%,·,·,?
CC(C)(C)c1ccc(C(=O)NCCC(=O)Nc2ccc(S(=O)(=O)Nc3nccs3)cc2)cc1,?,·,-16%,·,·,-3%
C=CCn1c(NCc2ccccc2OC)nc2ccccc21,61%[activator],11%,?,32,18*,-6%
Cc1cc(CNC(=O)COc2c(F)c(F)cc(F)c2F)c2ccccc2n1,?,4%,7%,-13,-2,-23%
Cc1cc(-c2ccc(C)c(S(=O)(=O)NCCC(C)N3CCCCCC3)c2)on1 (stereo not drawn),12%,-6%,-17%,-15,2,-19%
CCn1nc(C)c(CN2CCCC(CO)(Cc3cccc(Cl)c3)C2)c1C (stereo not drawn),?,4%,?,-5,-3,-26%
S=C1NC[C@H](CC2CCCCC2)N1CCCCC1CCCCC1,?,-8%,?,-2,-5,22%
O=C(COC(=O)c1cncc(Br)c1)NC1CCCCC1,?,-1%,79%[activator],2,-6,-2%
COc1ccc(S(=O)(=O)NNC(=O)c2ccccc2-n2cccc2)cc1,0%,0%,100%[activator],-3,2,2%
CCCC[C@@H]1CCCO[C@@](C(=O)NCc2cc(C)n(C)n2)(C(F)(F)F)C1,·,3%,·,20,6,11%
Cc1nn(CC2CC2)c(=O)n1-c1ccc(Oc2ccccc2)cc1,-24%,3%,26%[5.75 µM],1,8,?
O=S(=O)(/N=C(\c1ccccc1)N1CCOCC1)c1ccc(Cl)cc1,3%,1%,?,-8,-1,14%
Cc1ccc(C)c(S(=O)(=O)N(C)Cc2cccs2)c1,-16%,·,0%,·,·,28%
O=C(NCCC1=CCCCC1)c1cc2c(s1)CS(=O)(=O)C2,39%[activator],13%,2%,25*,17*,18%
CCN1CCN(Cc2c(OC)ccc3ccccc23)CC1,7%,-9%,·,11,0,9%
Cc1ccc(N2C(=O)CC(Sc3ncccn3)C2=O)cc1C (stereo not drawn),-2%,-3%,123%[activator],14,-1,22%
O=C(Nc1nc(-c2ccccc2)cs1)NC1CCCCC1,5%,4%,8%,48*,34*,?
O=C1CCC(=O)N1CNc1ccc(Oc2ccccc2)cc1,9%,4%,2%,23,2,?
O=c1cc(CSc2nnnn2-c2ccccc2)nc2nc[nH]n12,7%,7%,·,16,0,22%
CCCCCC(=O)Nc1cc(S(=O)(=O)N2CCOCC2)ccc1N1CCCCC1,?,·,?,·,·,8%
N=P(N1CCOCC1)(N1CCOCC1)C12CC3CC(CC(C3)C1)C2,6%,-26%,-5%,23,-8,17%
CC(=O)c1ccc(S(=O)(=O)NCC2(N3CCOCC3)CCCCC2)cc1,?,·,-5%,·,·,5%
COc1ccc(-c2nc3ccccc3n2CCC(C)C)cc1OC,·,3%,21%,-3,-2,?
CCCN1C(=O)c2ccccc2NC1c1ccc(OC)c(CSc2ccccn2)c1 (stereo not drawn),?,10%,10µM*,-10,1,?
CCCC(CCC)C(=O)Nc1cccc(-c2cn3c(n2)SCC3)c1,?,-10%,?,2,-2,13%
Cc1ccc(NC(=O)CSC(C)c2nc3ccccc3c(=O)[nH]2)cc1 (stereo not drawn),8%,?,15µM*,-6,-1,-27%
CC(=O)N1CN2CN(C(C)=O)CC(C(=O)c3ccc(Br)cc3)(C2)C1,8%,4%,16%,26,-4,9%
N#CC1=C(N)Oc2nc(-c3ccccc3)[nH]c2C1c1cccnc1 (stereo not drawn),-10%,-16%,-4%,-2,1,-2%
Cc1ccc(-c2cc(C(=O)NC3=NCCS3)c3ccccc3n2)cc1C,?,-2%,2.1µM*,44,18*,?

# Carrying on.
SMILES,Pf growth 48h,FBPA Giardia inh,Pf growth 96h,Shiga inhibitor,Cycloheximide cs,HCV inhibitor
COc1cc2nc(CN(C)Cc3ccc(F)cc3)[nH]c(=O)c2cc1OC,?,-13%,?,-7,-2,?
O=C(NCC(c1cccnc1)N1CCOCC1)c1ccco1 (stereo not drawn),11%,-13%,11%,-2,-3,11%
Cc1ccc(-c2csc3nc(C)n(N)c(=O)c23)o1,·,4%,90%[activator],47*,46*,-30%
CN(C)CCOC(=O)C1(c2ccccc2)CCOCC1,47%&120%[activator],-14%,?,-10&-16,-4&-3,0%&-5%
COc1cc(/C=N/NS(=O)(=O)c2ccc(C)c([N+](=O)[O-])c2)ccc1O,0%,11%,25%,122*,36*,11%
O=C(O)CC(NC(=O)c1ccco1)c1ccco1 (stereo not drawn),?,·,?,15,23,10%
CC(C)NC(=O)CSc1nc2ccccc2n1CC(=O)N(C(C)C)C(C)C,5%,5%,4.1µM*,46*,20*,-10%
Cc1ccccc1NC(=O)CSc1nnc2ccc(-c3ccncc3)nn12,-8%,·,-7%,·,·,0%
CN(CC[C@@H](Oc1ccc(C(F)(F)F)cc1)c1ccccc1)CC(=O)O,·,-10%,·,-6,-5,·
Cc1cc(C(=O)C(=O)NC(C)C)c(C)n1-c1ccc([N+](=O)[O-])cc1,7.4µM*,4%,?,6,-2,6%
CC(=O)c1cccc(NC(=O)CCCN(C)S(=O)(=O)c2ccc(F)cc2)c1,-19%,7%,?,36,7,-21%
O=C(c1cccc(C(F)(F)F)c1)C1CCCN(C(=O)CCCN2CCCC2=O)C1 (stereo not drawn),7%,1%,25%,12,-1,-1%
CC(=O)Nc1ccc(S(=O)(=O)N2CCC(C(=O)NC3CCCC3)CC2)cc1,27%,-21%,4%,-3,19,21%

# As a working copy, 13 of the compounds above.
SMILES,Pf growth 48h,FBPA Giardia inh,Pf growth 96h,Shiga inhibitor,Cycloheximide cs,HCV inhibitor
CCOc1ccc(S(=O)(=O)Nc2ccc3c(c2)n(C)c(=O)n3C)cc1,-18%,-14%,23%,92*,-3,?
Cc1ccccc1-n1c(SCC(=O)NCc2cccs2)nnc1-c1ccncc1,?,1%,9%,-15,-1,-6%
CCOC(=O)c1ccc(NC(=O)c2nc[nH]c2C(=O)NCc2ccccc2)cc1,-4%,0%,-4%,2,-1,15%
COC(=O)N[C@H](CC(C)=O)c1cccc(C(F)(F)F)c1,-3%,0%,-27%,-16,-1,7%
CCOC(=O)c1[nH]c(C)c(C(=O)OCc2c(C)noc2C)c1C,-7%,13%,?,-16,-1,?
C#CCOc1ccccc1/C=C1/C(=O)ON=C1C,-14%[0.00184 µM],-8%,?,3,8,15%
NN1C(=O)NC(c2ccccc2)(c2ccccc2)C1=O,-14%,4%,-9%,-2,-3,3%
Cc1sc(NC(=S)NC(=O)CCc2ccccc2)c(C(N)=O)c1C,24%,?,48%[activator],11,-1,?
CCOc1ccc(CCNC(=O)C2CC(C)=CCC2C(=O)O)cc1OCC (stereo not drawn),2%,-2%,?,-5,-2,-2%
CCn1ccnc1CN1CCCC(C(=O)c2ccc3c4c(cccc24)CC3)C1 (stereo not drawn),?,3%,?,63,-1,?
CC1CC(C)CN(C(=O)C(C)N(C)CC(=O)Nc2ccc(F)cc2)C1 (stereo not drawn),-23%,·,?,·,·,-12%
COc1ccc(S(=O)(=O)N(CC(=O)NCc2ccncc2)c2ccc(C)cc2)cc1Br,1%,-9%,-22%,-6,-6,-1%
CCOc1ccccc1C(=O)OCC(=O)NCCNC(=O)COC(=O)c1ccccc1OCC,-14%,·,?,-12,-3,-13%
